From PubChem BioAssay
Wnt bcat act – Wnt/beta-catenin pathway activators, primary screen, cell-based, plate reader, single point; Wnt/beta-catenin reporter cell assay, activator; 300,000 tested, 1.2% active; activation, % at 9.35 µM; in the data active means activation above about 30%, passing the limit was not always enough;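 further: 0% = neutral control wells and 100% = positive control wells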
RTF Ca sens act – cardiac RTF calcium sensitivity activators, primary screen, biochemical, IANBD-TnC fluorescence, EC20 calcium | 340,000 tested, 0.24% active | AID 493008, 2010 | activation, % at 7.2 µM | Troponin I, cardiac muscle (Homo sapiens) + Troponin T, cardiac muscle (Homo sapiens) + … | IANBD-labeled TnC RTF fluorescence at EC20 calcium; 0% EC20 calcium, 100% full calcium;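 active means activation above the mean over all tested compounds plus 3 SD, cut at about 30% in these data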;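 further: rise in fluorescence read as greater calcium sensitivity of cardiac thin filaments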
Keap1-Nrf2 PPI – Keap1-Nrf2 protein-protein interaction inhibitors, primary screen, biochemical, fluorescence polarization, single point; inhibition, % at 9.4 µM; Keap1 Kelch-Nrf2 peptide fluorescence polarization, 1536-well; 340,000 tested, 0.15% active; AID 504523, 2011; in the data active means inhibition above about 12%;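 further: human Keap1 Kelch domain with fluorescein labeled Nrf2 9mer peptide probe; 0% = neutral control wells and 100% = peptide positive control; higher means more block of Keap1 binding to Nrf2 peptide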
DSG3 Ab inh – inhibitors of pemphigus antibody binding to DSG3, primary screen, biochemical, bead-based, flow cytometry, scFv-GFP; 310,000 tested, 0.48% active; binding (percent of control), % at 10 µM; Desmoglein-3 (Homo sapiens), P32926; DSG3-coupled beads, scFv-anti-DSG3-GFP binding; hits give low values;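 active means binding more than 3 SD below its plate's average and above zero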;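 further: hits lower antibody fragment binding to DSG3; some compounds called inactive have numbers as strong as hits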
C-LANA FP – inhibitors of KSHV C-LANA binding to DNA, primary screen, biochemical, fluorescence polarization, FAM-LBS DNA, MBP-C-LANA, single point; Kaposi's sarcoma herpesvirus LANA C-terminal domain (residues 932-1162) DNA binding; inhibition, % at 9 µM; 340,000 tested, 0.078% active;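 active means highest replicate inhibition at or above 60% at 9 µM, even if other replicates fall short; inactive means all replicates below 60% inhibition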;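 further: 0% = neutral control wells and 100% = 4 µM acridine orange control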
MOR-DOR ag – agonists of OPRM1-OPRD1 heterodimerization, primary screen, cell-based, luminescence; cells; activation, % at 9.3 µM; Mu-type opioid receptor (Homo sapiens) + Delta-type opioid receptor (Homo sapiens), …; AID 504326, 2011; 340,000 tested, 0.3% active; in the data active means activation above about 18%;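 further: 0% = vehicle-treated cells and 100% = reference agonist; values of inactives mirror those of a sister screen read the other way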
Target sequence (P35372 whole entry, looked up): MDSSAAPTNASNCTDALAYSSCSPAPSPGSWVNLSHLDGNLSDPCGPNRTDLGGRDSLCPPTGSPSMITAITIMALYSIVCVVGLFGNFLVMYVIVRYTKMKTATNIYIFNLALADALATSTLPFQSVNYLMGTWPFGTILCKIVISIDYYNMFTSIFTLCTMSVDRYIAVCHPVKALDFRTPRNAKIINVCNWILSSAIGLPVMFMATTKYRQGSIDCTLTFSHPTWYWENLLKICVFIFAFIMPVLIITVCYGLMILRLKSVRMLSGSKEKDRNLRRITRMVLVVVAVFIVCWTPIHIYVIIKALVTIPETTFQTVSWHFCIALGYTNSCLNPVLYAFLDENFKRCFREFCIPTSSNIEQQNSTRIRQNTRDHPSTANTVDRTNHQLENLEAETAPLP
Target sequence (P41143 whole entry, looked up): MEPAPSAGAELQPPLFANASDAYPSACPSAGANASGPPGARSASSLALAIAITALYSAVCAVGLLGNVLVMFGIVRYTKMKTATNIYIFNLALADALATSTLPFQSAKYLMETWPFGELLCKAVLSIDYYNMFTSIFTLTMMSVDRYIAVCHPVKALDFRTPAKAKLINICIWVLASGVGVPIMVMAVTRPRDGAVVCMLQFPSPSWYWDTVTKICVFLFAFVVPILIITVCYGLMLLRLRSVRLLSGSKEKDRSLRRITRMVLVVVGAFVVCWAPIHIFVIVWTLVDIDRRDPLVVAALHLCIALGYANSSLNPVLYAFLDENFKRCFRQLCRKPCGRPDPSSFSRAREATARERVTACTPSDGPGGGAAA
V-ATPase pH – regulators of yeast V-ATPase proton pumping, primary screen, pHLuorin cytosolic pH fluorescence; S. cerevisiae; response, % at 10 µM; 350,000 tested, 0.37% active; AID 504577, 2011; in the data active means response mostly above about 7.3%, no sharp cut-off; inactive means mostly below about 5.4%; further: actives read high; inactives centre near 0; some compounds called inactive have numbers as strong as hits; reference of the scale not given here
MOR-DOR inv ag – inverse agonists of MOR-DOR heterodimerization, primary screen, cell-based, luminescence. 340,000 tested, 0.21% active. Mu-type opioid receptor (Homo sapiens) + Delta-type opioid receptor (Homo sapiens), …. cell-based MOR-DOR heterodimer luminescence, inverse agonism. inhibition, % at 9.3 µM. AID 504357, 2011; in the data active means inhibition above about 22%, passing the limit was not always enough;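 further: 0% = cells with DMSO and 100% = wells without cells with DMSO; values of inactives mirror those of a sister screen read the other way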
Arrestin-AP2 inh – inhibitors of beta-arrestin/AP2 binding, primary screen, biochemical, GPCR trafficking, flow cytometry | beta-arrestin 1 C-terminal peptide binding to AP2 beta2-adaptin appendage (human) | 340,000 tested, 0.31% active | FITC-arrestin peptide / GST-AP2 beads; AP2 beta2 appendage carries R879A mutation | AID 504490, 2011 | inhibition, % at 10 µM;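 active means inhibition above a set limit, near 3 SD of compounds lacking own fluorescence, cut at about 54% in these data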;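 further: plate controls were DMSO wells for no effect and 5 µM unlabelled arrestin peptide for full effect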
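System: GST-AP2 R879A glutathione beads. Medium: PBS with 0.05% Tween 20 and 0.1% BSA. Also added: FITC-arrestin peptide, 50 nM. Incubation: 12 min plus 1 h, RT. Measured by: high-throughput flow cytometry of beads, ex 488, em 535 nm. Evaluation: percent drop in bead-associated FITC signal.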
Cardiac RTF inh – cardiac RTF calcium sensitivity inhibitors, primary screen, biochemical, IANBD-TnC fluorescence, EC70 calcium. Troponin I, cardiac muscle (Homo sapiens) + Troponin T, cardiac muscle (Homo sapiens) + …. inhibition, % at 7.15 µM. IANBD-labeled cardiac RTF, Ca2+ fluorescence. 340,000 tested, 0.12% active. AID 493244, 2011;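 active means inhibition above the mean inhibition of all tested compounds plus 3 SD, cut at about 17% in these data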;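 further: assay run at fixed EC70 calcium of 1.6 mM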
* = called active by the depositor; · = not tested or not shown.

SMILES	Wnt bcat act	RTF Ca sens act	Keap1-Nrf2 PPI	DSG3 Ab inh	C-LANA FP	MOR-DOR ag	V-ATPase pH	MOR-DOR inv ag	Arrestin-AP2 inh	Cardiac RTF inh
CCOc1ccc(Br)cc1S(=O)(=O)Nc1ccc(C(=O)OCC(=O)N(C)c2ccccc2)cc1	-1.5	0.8	-0.6	98.4	-1.0	-0.6	1.8	3.8	-0.7	-5.7
Cc1ccc(CNC(=O)CSCC(=O)O)cc1	-5.0	3.4	0.2	106.9	0.7	0.4	-2.3	-2.1	5.2	-9.8
COC(=O)c1cccc(NC(=S)NCc2ccc(Cl)cc2)c1	0.0	-4.2	-2.4	104.3	1.6	1.6	-3.1	-8.6	-2.2	-12.9
COc1ccccc1CCNC(=O)CNC(=O)Cc1cccc2ccccc12	0.4	-4.3	-0.1	92.1	0.5	0.9	0.3	-5.8	18.4	-10.8
CCOc1ccc(N2CC(O)(c3ccc(F)cc3)[N+]3=C2CCCC3)cc1 (centres undefined)	-0.4	2.4	-6.0	112.3	1.3	-3.1	1.3	14.9	-13.3	-18.3
Cc1cccc(-n2c(CCN3C(=O)c4ccccc4C3=O)nc3ccccc3c2=O)n1	·	0.1	-1.9	81.1	2.5	-0.1	-6.0	0.4	16.2	-6.8
Cn1c(=O)c2c(c3ccccc31)OC(=O)CC2c1cccnc1 (centres undefined)	-1.8	13.8	-4.9	102.2	-0.7	1.0	7.2	-5.2	-10.7	-8.1
CNC(=O)C1Cc2ccccc2CN1S(=O)(=O)c1ccc(OC)c(OC)c1 (centres undefined)	-1.0	2.7	-1.6	107.3	-0.2	-0.9	2.3	4.7	9.2	-10.4
CCOC(=O)c1ccc(Oc2nc(NC)nc(OC)n2)cc1	·	-2.3	-0.9	68.4	-2.5	-1.9	0.3	10.6	28.7	0.3
COc1ccc(C2Nc3ccccc3C(=O)N2c2ccc(F)cc2)cc1CSc1ccccn1 (centres undefined)	8.5	-6.4	-4.1	94.8	-0.9	37.6*	-2.4	-225.9	4.5	6.8
CCN(CC)c1ccc(C(=O)OCC(=O)N(C)Cc2ccccc2)cc1	-2.5	-5.3	-5.2	98.2	-1.2	-3.6	2.8	16.7	4.8	-2.4
COc1ccccc1CNC(=O)COC(=O)/C=C/c1ccc(OC(F)F)c(OC)c1	-3.4	2.6	·	105.4	·	-0.7	3.4	3.4	-7.3	3.5
Nc1cc(C(F)(F)F)ccc1OCC1CCCO1 (centres undefined)	6.9	-5.4	-5.0	87.1	-0.9	-2.3	2.6	10.7	2.2	-5.0
CC1CCCCN1CCCNC(=O)CN1C(=O)c2cccnc2Oc2ccccc21 (centres undefined)	-1.2	4.7	-2.8	99.7	-0.9	-3.8	-1.0	18.7	-1.6	-8.3
CC1CN=C(NC2CCCCC2C)S1 (centres undefined)	·	-4.4	0.1	104.8	-2.5	-2.2	2.5	13.3	6.7	-3.6
O=C1C(C=NCCCN2CCOCC2)=C(O)c2ccccc21	·	-0.2	-7.0	99.1	0.4	0.0	-1.8	0.1	-0.6	-5.0
O=C(Nc1ccc(F)c(F)c1)C1CCCN(S(=O)(=O)c2cnc[nH]2)C1 (centres undefined)	·	-6.2	-2.8	101.0	1.3	-0.8	-1.0	5.0	-13.5	0.2
Cc1cc(C(=O)Nc2ccon2)cs1	1.1	4.9	-3.9	104.4	0.6	-3.4	-3.8	17.1	-5.0	-4.1
O=C(O)CCC(=O)Nc1ccc(S(=O)(=O)N2CCCC2)cc1	·	0.5	0.4	105.1	-1.1	-3.1	0.1	17.9	-11.2	-16.1
CS(=O)(=O)N1CCC(NC(=O)Nc2ccc(OC(F)(F)F)cc2)CC1	-0.9	6.4	-0.9	98.4	0.5	-3.5	-1.2	19.9	5.4	0.5
CC(C)c1onc(C(=O)Nc2ccc3c(c2)OCO3)c1[N+](=O)[O-]	·	-2.7	-1.9	76.5	-2.1	0.1	-1.4	-0.4	-4.9	-1.6
N=c1sccn1CC(=O)Nc1cc(Cl)ccc1[N+](=O)[O-]	-3.7	-0.8	1.2	98.5	-1.1	2.7	-0.8	-15.2	-0.3	7.2
CCOc1ccc(NC(=S)NS(=O)(=O)c2cc(Br)ccc2OCC)cc1	-0.9	·	·	102.7	·	·	-1.7	·	17.4	·
CN1CCN(C(=O)c2cccc(S(=O)(=O)N3CCCCC3)c2)CC1	·	1.0	-3.8	104.4	0.5	0.4	2.5	-2.2	2.5	-14.4
OCCNCc1cccc2ccccc12	-0.7	-4.3	3.9	108.2	-0.4	0.0	-3.4	-0.1	-0.9	-2.2
O=C(COC(=O)CNC(=O)c1ccccc1F)Nc1ccc2c(c1)OCO2	0.7	1.9	-0.7	102.1	0.6	-3.8	-1.9	14.8	3.2	-6.6
COc1ccc(CN(C(=O)c2ccc(-c3ccccc3)[nH]2)C(C(=O)NCC2CCCO2)c2ccc(C)o2)cc1 (centres undefined)	·	-0.2	3.8	96.9	2.0	1.1	7.7	-5.7	12.1	6.2
Cc1ccc(C(=O)N2CCN(c3ccc(NC(=O)c4cccnc4Cl)cc3)CC2)cc1	5.4	-1.5	2.5	·	-1.1	0.0	-1.3	0.0	32.0	-6.9
COc1ccc(S(=O)(=O)N2CCOCC2)cc1NC(=O)CN1C(=O)CN(C)C1=O	-1.8	-1.4	2.8	109.1	0.3	-1.8	-0.7	7.4	3.3	1.6
COCC(=O)Nc1ccc(S(=O)(=O)NCCc2ccccc2)cc1	·	-0.4	0.7	105.5	2.9	-3.1	-1.9	14.0	19.8	-3.7
CCCCOc1cccc(C2C(C(=O)c3cccs3)=C(O)C(=O)N2Cc2cccnc2)c1 (centres undefined)	-0.9	16.1	-4.7	116.9	0.4	1.5	2.1	-7.8	-6.0	-3.5
O=S(=O)(c1cccc(-c2nnco2)c1)N1CCOCC1	-1.2	7.5	-2.6	102.4	0.6	-0.7	-2.5	3.6	0.7	-0.5
CC12CCC(C)(c3nc4ccccc4nc31)C2(C)C	-2.6	-0.9	-1.5	100.6	0.1	-2.7	0.2	12.9	35.0	13.5
CC1CN(CCCCOc2cccc(Oc3ccccc3)c2)CC(C)O1 (centres undefined)	-4.2	1.4	-5.5	111.5	-0.7	9.3	-3.3	-48.4	7.6	-5.2
COc1ccc(S(=O)(=O)N(C)CC(=O)N2CCCCC2)cc1Cl	·	4.0	0.5	104.4	-2.5	-0.3	2.4	2.0	8.2	-14.3
COc1ccc2[nH]c(C(=O)NCc3ccc4c(c3)OCO4)cc2c1	9.6	·	-1.5	98.7	0.1	·	0.4	·	2.2	·

Some entries already given with just MOR-DOR ag, C-LANA FP and MOR-DOR inv ag:
| SMILES | MOR-DOR ag | C-LANA FP | MOR-DOR inv ag |
| --- | --- | --- | --- |
| Cc1ccc(C(=O)N2CCN(c3ccc(NC(=O)c4cccnc4Cl)cc3)CC2)cc1 | 0.0 | -1.1 | 0.0 |
| COc1ccc(S(=O)(=O)N2CCOCC2)cc1NC(=O)CN1C(=O)CN(C)C1=O | -1.8 | 0.3 | 7.4 |
| COCC(=O)Nc1ccc(S(=O)(=O)NCCc2ccccc2)cc1 | -3.1 | 2.9 | 14.0 |

(listing goes on)
SMILES	Wnt bcat act	RTF Ca sens act	Keap1-Nrf2 PPI	DSG3 Ab inh	C-LANA FP	MOR-DOR ag	V-ATPase pH	MOR-DOR inv ag	Arrestin-AP2 inh	Cardiac RTF inh
COC(=O)c1cc(Cl)c(NC(=O)Cc2ccccc2)cc1OC	-3.0	-2.4	-3.7	103.9	0.0	0.5	-3.0	-2.6	20.1	3.9
O=C(C1COc2ccccc2O1)N1CCN(c2ccccc2Cl)CC1 (centres undefined)	-2.3	6.7	-1.7	102.7	0.6	1.3	-1.0	-6.7	-13.7	1.4
O=C(COC(=O)c1ccc(S(=O)(=O)NCc2ccco2)cc1)NC1CCCCC1	-4.6	2.3	1.3	104.4	-0.4	-0.6	-2.7	3.0	22.5	3.0
COc1ccc(S(=O)(=O)N2CCCOC2CNC(=O)C(=O)NCc2ccccc2F)cc1C (centres undefined)	-3.4	5.9	-6.2	106.4	3.4	-0.8	9.5	3.4	31.1	-10.1
COc1ccc(Nc2ncc(F)c(N3CCOCC3)n2)cc1	18.9	-2.2	-0.2	103.5	-0.6	-2.8	2.4	12.9	26.6	-3.8
CSCCC1NC(=S)N(Cc2ccccc2)C1=O (centres undefined)	0.0	-1.8	-6.7	109.3	-1.0	-9.2	-0.2	41.6*	-0.2	-2.7
Cc1ccc(NCc2nnc(SCC(=O)O)n2-c2ccc(C)cc2)cc1	-1.8	-1.1	3.7	97.7	-0.6	-2.9	-0.5	14.8	29.5	1.3
COc1cccc(C(=O)NNC(=O)c2cccnc2)c1	0.8	2.7	-3.3	115.1	-1.5	-1.4	3.4	7.7	3.3	-10.3
CC(C)CN(C(=O)COc1ccc([N+](=O)[O-])cc1)c1c(N)n(CC(C)C)c(=O)[nH]c1=O	1.9	-1.4	-6.2	110.3	1.9	-1.2	-3.4	5.0	-9.4	0.1
O=C(O/N=C1\CCS(=O)(=O)c2sccc21)c1c(F)cccc1F	-1.2	3.7	-2.8	101.2	1.4	-2.3	-2.9	11.7	26.4	-3.0
O=C(NCCCN1CCOCC1)c1cccnc1SCc1ccccc1Cl	-4.4	-1.7	-5.0	156.4	1.4	2.4	0.6	-16.2	-1.5	-3.9
CC1(C)CC(=O)C/C(=N\NC(=O)C2CC23CCC3)C1 (centres undefined)	0.4	11.9	-4.0	103.1	-1.5	-0.3	-0.8	1.8	-1.5	-11.7
Fc1cccc2sc(N3CCCCC3)nc12	·	-2.5	4.7	·	-1.5	-1.1	-1.5	6.7	-5.8	7.2
CC(=O)NC1(C(F)(F)F)C(=O)Nc2c1c(=O)[nH]c(=O)n2CCc1ccccc1 (centres undefined)	11.7	1.5	-1.3	117.4	1.6	-1.4	-0.9	7.0	0.8	2.1
COc1ccc(/C=N/NC(=O)c2ccc(NC(C)=O)cc2)cc1COc1ccc(F)cc1F	-1.3	2.5	2.7	106.2	-3.5	10.8	-3.8	-51.9	32.3	6.3
CCC(C)NC(=O)c1cc2cc3ccc(OC)cc3nc2s1 (centres undefined)	45.0*	-4.6	-3.9	102.6	2.4	0.5	4.2	-2.8	1.8	-7.6
C/C(=N/NC(=O)c1cn(-c2cccc(C)n2)cn1)c1ccc(C)cc1	-0.3	-2.9	-3.3	115.5	1.2	-2.4	-1.0	10.9	21.1	-3.7
